Bioassay records as filed in PubChem BioAssay.
aGal spleen mod: inhibitors or activators of human alpha-galactosidase in spleen homogenate; human spleen homogenate, 4MU-alpha-Gal fluorescence, 40 min; Potency, µM (titrated, usually from 80 µM), without a hit: top-dose activity change, negative = inhibition, usual class: inhibitors; 240,000 tested, 0.008% active;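 further: potency means the concentration at half of the fitted maximal effect; 0% = enzyme with vehicle and -100% = no enzyme basal signal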
Target sequence (P06280 32-429 limits assumed): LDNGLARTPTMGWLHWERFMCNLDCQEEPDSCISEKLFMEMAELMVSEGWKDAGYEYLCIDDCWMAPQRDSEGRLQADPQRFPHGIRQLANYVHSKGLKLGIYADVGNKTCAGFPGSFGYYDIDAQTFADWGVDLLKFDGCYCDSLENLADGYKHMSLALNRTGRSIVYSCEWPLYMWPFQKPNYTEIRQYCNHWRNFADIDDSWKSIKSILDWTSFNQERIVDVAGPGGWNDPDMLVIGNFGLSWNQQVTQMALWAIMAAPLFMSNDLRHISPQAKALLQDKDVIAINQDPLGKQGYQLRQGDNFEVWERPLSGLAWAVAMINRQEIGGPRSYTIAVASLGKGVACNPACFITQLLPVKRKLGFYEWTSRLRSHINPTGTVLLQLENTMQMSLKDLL
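Fluorogenic readout (Ex 365/Em 440 nm) of 4-methylumbelliferone released from 1 mM 4-MU-alpha-galactoside by spleen homogenate, 40 min at 37C, pH 5.0. Data normalized to no-enzyme and enzyme controls; Hill-equation AC50 from compound titrations.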
TRb SRC2 PPI: inhibitors of human thyroid hormone receptor beta-SRC2 interaction; P10828; AID 1469; Potency, µM (titrated, usually from 106 µM), for the others: at the highest dose activity change, negative = inhibition, hits mostly inhibitors; TRbeta-SRC2 peptide binding, fluorescence polarization; receptor liganded with 1 µM T3; 280,000 tested, 0.065% active;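 further: potency means the concentration at half of the fitted maximal effect; plate controls were bound peptide for no effect and peptide without receptor for full effect; nearly all actives have a fitted effect of over 50% in size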
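Polarization signal, normalized between peptide-alone and full complex controls, measured compound effects on T3-liganded human TRb LBD (0.6 uM) binding 20 nM Texas Red SRC2 peptide after 5 hr.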
CBFb RUNX1 block: CBF-beta/RUNX1 interaction disruption | Q01196+Q13951 | AlphaScreen CBFb-His/RUNX1-biotin binding, biochemical | Potency, µM (top dose mostly 59.8 µM), for the others: top-dose activity, negative = inhibition, most hits filed as inhibitors | 230,000 tested, under 10 active | AID 1477; further: % of control where 0% means no effect
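CBF-beta (His) and RUNX1 (biotin), 30 nM each; 20 min preassociation; + compound, 15 min; + beads 50 ng each (Ni, streptavidin), 90 min; RT; AlphaScreen read.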
TR SRC2 fluor cs: alters Texas Red total fluorescence, flagging assay interference; 280,000 tested, 0.29% active; AID 1479; Potency, µM (series often up to 106 µM), for inactives: at the highest dose fluorescence change, negative = quenching; TRb/SRC2 Texas Red total fluorescence interference; active means well fitted curve in either direction with a large enough effect; inconclusive means small, poorly fitted or top-dose-only effect; further: potency means the concentration at half of the fitted maximal effect; on the % scale 0 is the no-effect control and ±100 the full control effect
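Flags fluorescent or light-absorbing compounds by total fluorescence, S + 2P, at 555 nm excitation and 632 nm emission. Mixture: 20 nM Texas Red SRC2 peptide, 0.6 uM human TRb LBD, 1 uM T3, 5% DMSO; compound exposure 5 h at ambient temperature.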
NPSR antagonist: blocks cAMP signaling of the human neuropeptide S receptor | 220,000 tested, 1% active | AID 1461 | Potency, µM (highest dose often 38.3 µM), inactives show at the highest dose activity change, negative = inhibition, hits mostly inhibitors | CHO-NPSR cells, cAMP TR-FRET, antagonist mode; further: potency means the concentration at half of the fitted maximal effect; on the % scale 0 is the no-effect control and ±100 the full control effect; nearly all actives have a fitted effect of over 50% in size; many of its hits are not listed in these tables
Target sequence (Q6W5P4 whole entry, looked up): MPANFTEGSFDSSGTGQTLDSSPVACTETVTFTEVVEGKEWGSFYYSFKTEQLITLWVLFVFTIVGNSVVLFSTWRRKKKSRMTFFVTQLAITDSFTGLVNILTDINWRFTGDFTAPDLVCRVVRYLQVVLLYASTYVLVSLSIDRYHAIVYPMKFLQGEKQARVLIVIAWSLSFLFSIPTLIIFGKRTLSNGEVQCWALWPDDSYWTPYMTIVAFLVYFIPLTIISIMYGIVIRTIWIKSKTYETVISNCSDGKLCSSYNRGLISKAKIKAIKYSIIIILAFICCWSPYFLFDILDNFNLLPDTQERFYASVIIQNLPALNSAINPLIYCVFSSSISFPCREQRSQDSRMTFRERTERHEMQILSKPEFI
Tau fibril FP: blocks human tau fibril formation measured by polarization. P10636. Potency, µM (highest dose often 57.7 µM), without a hit: at the highest dose activity, negative = inhibition, hits mostly inhibitors. K18 P301L tau heparin fibrillization, Alexa594 FP, 6 h. 280,000 tested, 0.39% active. AID 1468; further: potency means the concentration at half of the fitted maximal effect; on the % scale 0 is the no-effect control and ±100 the full control effect; nearly all actives have a fitted effect of over 55% in size
Target sequence (P10636 561-689 P618L limits assumed): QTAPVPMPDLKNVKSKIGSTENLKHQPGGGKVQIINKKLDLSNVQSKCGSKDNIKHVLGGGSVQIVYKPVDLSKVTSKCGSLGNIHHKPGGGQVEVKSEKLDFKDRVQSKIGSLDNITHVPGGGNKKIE
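Human K18 P301L fragment (15 uM unlabeled plus 0.24 uM Alexa 594-labeled) in 100 mM sodium acetate pH 7 with compound, aggregation induced by 20 uM heparin for 6 hr at 37 C. ThT (30 uM) added for 1 hr, then Alexa 594 FP read.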
Epigenetic reg: regulators of epigenetic silencing causing reporter derepression in mouse cells. murine LDR cells, GFP reporter derepression, 30 h. Potency, µM (top dose mostly 53.9 µM), without a hit: at the top dose GFP activation, most hits filed as activators. 280,000 tested, 0.2% active; further: potency means the concentration at half of the fitted maximal effect; % of control where 0% means no effect; nearly all actives have a fitted effect of over 60% in size
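Reporter derepression read as number of fluorescent GFP-positive objects, 20-120 um in size, counted by laser-scanning cytometer. Mouse LDR line with an epigenetically silenced CMV-GFP locus; compound incubation 30 h, 37 C.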
Tau fluor counter: counter-screen for tau fibril formation inhibitors | tau K18 P301L Alexa594 fluorescence, heparin fibrillization | Potency, µM (top dose mostly 57.7 µM), for inactives: top-dose activity change, negative = decrease | 280,000 tested, 0.93% active | AID 1463; further: potency means the concentration at half of the fitted maximal effect; on the % scale 0 is the no-effect control and ±100 the full control effect; nearly all actives have a fitted effect of over 55% in size
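Human tau K18 P301L (15 uM unlabeled, 0.24 uM Alexa 594-labeled) in 100 mM sodium acetate pH 7 with 20 uM heparin, 6 hr at 37 C. ThT 30 uM added, 1 hr ambient; Alexa 594 FP and total fluorescence read at 555/632 nm.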
An asterisk follows results filed as active; u = inconclusive; x = not tested or not shown; [ ] = dose if it differs, or a comment. Unless noted, the call rests on the fitted dose curve; in most records, active means well fitted curve in the direction sought with a large enough effect; inconclusive means small, poorly fitted or top-dose-only effect, or another doubt; inactive means no such curve, though single readings can be large; an effect the other way counts as inactive or inconclusive.

A first look, 4 compounds:
SMILES	aGal spleen mod	TRb SRC2 PPI	CBFb RUNX1 block	TR SRC2 fluor cs	NPSR antagonist	Tau fibril FP	Epigenetic reg	Tau fluor counter
COc1cccc(/C=C/C(=O)c2cccc([N+](=O)[O-])c2)c1OC	4%	-5%	-13%	-5%	-15%	9%	1.1%	4%
CC1(C)CC(=O)C(C=NCCN2CCOCC2)=C(O)C1	-1%	16%	4%	1%	-18%[46.1 µM]	-5%	10%	-3%
O=C(NS(=O)(=O)c1ccc(Cl)cc1)c1ccccc1	-5%	-8%	8%	-6%	10%	9%	1.2%	1%
COc1cc(NS(=O)(=O)c2ccc3[nH]c4c(c3c2)CCCC4)cc(OC)c1OC	x	-15%	x	20µM*[quencher]	x	18%	0.0%	u

Results, previewed entries included:
SMILES	aGal spleen mod	TRb SRC2 PPI	CBFb RUNX1 block	TR SRC2 fluor cs	NPSR antagonist	Tau fibril FP	Epigenetic reg	Tau fluor counter
COc1cccc(/C=C/C(=O)c2cccc([N+](=O)[O-])c2)c1OC	4%	-5%	-13%	-5%	-15%	9%	1.1%	4%
CC1(C)CC(=O)C(C=NCCN2CCOCC2)=C(O)C1	-1%	16%	4%	1%	-18%[46.1 µM]	-5%	10%	-3%
O=C(NS(=O)(=O)c1ccc(Cl)cc1)c1ccccc1	-5%	-8%	8%	-6%	10%	9%	1.2%	1%
COc1cc(NS(=O)(=O)c2ccc3[nH]c4c(c3c2)CCCC4)cc(OC)c1OC	x	-15%	x	20µM*[quencher]	x	18%	0.0%	u
S=c1nc(-c2ccccc2)n(Cc2cccnc2)c2c1CCCC2	-1%	-4%	0%	-1%	-1%	0%	2.0%	-8%
S=c1[nH]nc(C2CCCCC2)n1/N=C/c1ccncc1	-3%	5%	5%	-1%	11%	4%	-0.1%	3%
COc1cc(/C=N\NC(=O)c2ccc(C)nc2)ccc1OC(=O)c1ccc2c(c1)OCO2	-4%	-6%	-9%	0%	17%	25µM*	-1.5%	-26%
CN(CC(=O)N1CCCCCC1)S(=O)(=O)c1cccc2cccnc12	12%	-2%	-2%	0%	-21%[46.1 µM]	-3%	0.8%	-1%
COc1cc2c(cc1NC(=O)C(C)OC(=O)C1CC(=O)N(Cc3ccco3)C1)oc1ccccc12 (stereo unspecified)	-1%	-1%	-6%	-4%	u	5%	0.7%	-22%
CN(C)CCNc1c(N)c(=O)oc2ccccc12	6%	3%	2%	-4%	3%	11%[2.34 µM]	9.1%	11%[2.34 µM]
O=C(Nc1ccccc1F)c1cnccn1	0%	1%	-4%	0%	5%	1%	4.4%	-1%
CC(C)CCNC(=O)c1nn(C)c2c1CSc1ccccc1-2	x	-2%	x	-1%	x	-4%	-0.5%	0%
Cc1ccnc(NS(=O)(=O)c2ccc(NC(=O)c3ccc(C)c(C)c3)cc2)n1	x	-4%	x	-13%	x	5%	-1.6%	1%
COC(=O)[C@]1(C)CCC[C@]2(C)c3ccc(C(C)C)cc3C(=O)CC12 (stereo partly specified)	2%	-2%	x	-7%	x	-2%	-0.9%	-15%
COc1cc(C(=O)NCC(c2cccnc2)N2CCc3ccccc3C2)cc(OC)c1OC (stereo unspecified)	x	1%	x	-15%	x	-1%	0.0%	-2%
COc1ccc(S(=O)(=O)N2CCOCC2)cc1Br	-4%	9%	2%	0%	3%	-2%	0.4%	2%
O=C(NC(=S)Nc1cccc(Cl)c1N1CCCC1)c1ccc(-c2cccc([N+](=O)[O-])c2)o1	10%	-9%	-2%	-13%	u	-3%	4.8%	-19%
COCCNC(=O)c1ccccc1NC(=O)CCSc1ccccc1	6%	0%	-3%	-2%	8%	-10%	5.8%	-10%
C=CCNc1nc(-c2cccc(OC)c2O)nc2ccccc12	-14%	1%	14%	-10%	-20%[46.1 µM]	-1%	-2.2%	u
O=C(CN1C(=O)CSc2ccccc21)NC1CCCC1	3%	0%	-4%	0%	-10%[46.1 µM]	-9%	-0.9%	-27%
O=C(CCS(=O)(=O)Cc1ccccc1)N1CCN(c2ccc([N+](=O)[O-])cc2)CC1	7%	2%	-1%	-5%	-4%	-5%	-0.2%	-15%
COc1ccc(-n2c(SCC(=O)Nc3ccc(C(=O)O)cc3)nnc2-c2cccs2)cc1	-4%	-9%	5%	-4%	-18%[46.1 µM]	-1%	-3.4%	-9%
CN(C)S(=O)(=O)c1ccc(C(=O)Nc2nnc(SCc3cccc(F)c3)s2)cc1	-11%	-3%	12%	-3%	10%	-11%	1.0%	2%
CCCc1nc(N2CCN(S(=O)(=O)c3ccc(Cl)cc3)CC2)c2c(C)c(C)sc2n1	-7%	-2%	6%	0%	60%	-6%	0.0%	-14%
COc1ccc(-c2ccc(CCC(=O)O)n2CC(C)C)cc1	u	5%	-3%	4%	-13%[46.1 µM]	-5%	1.4%	-18%
COC(=O)Cn1c(=NC(=O)c2ccc3c(c2)OCCO3)sc2ccccc21	x	-8%	x	-4%	x	u	2.4%	-23%
Cc1[nH]c(=O)c(C#N)c(C)c1Cc1ccc(Cl)cc1Cl	-4%	-9%	2%	-10%	7%	2%	-4.3%	3%
COc1ccc(C(=O)NNC(=O)Cc2ccc([N+](=O)[O-])cc2)cc1	2%	0%	9%	-2%	21%	10%	-1.9%	1%
O=C(N/N=C/c1ccncc1)C1C2CCCCCCC21 (stereo unspecified)	-1%	-5%	-7%	-8%	2%	-2%	0.3%	-7%
C=C(C)CC1Nc2ccccc2NC1CC(=C)C (stereo unspecified)	1%	-9%	-18%	0%	-5%[46.1 µM]	1%	0.0%	-18%
Cc1ccc(C2=C/C(=C/c3cccs3)C(=O)O2)cc1	0%	8%	-25%	1%	-9%	-13%	0.0%	-13%
COCC(=O)Nc1ccc([N+](=O)[O-])cc1C	-15%	3%	-4%	-3%	12%	-4%	0.0%	16%
Cc1ccc(S(=O)(=O)N2CCN(C(C)CC(=O)O)CC2)cc1 (stereo unspecified)	0%	-5%	11%	-5%	14%	-6%	-1.4%	2%
CCN(CC)S(=O)(=O)c1cccc(NC(=O)COC(=O)CCC(=O)c2ccc(F)cc2)c1	-5%	-2%	-3%	-1%	4%	2%	-1.9%	u
CCNC(=O)CN(C1CCCCC1)S(=O)(=O)c1ccc(F)cc1	10%	-7%	14%	-8%	0%[46.1 µM]	7%	0.0%	0%
CC(C)Cc1cc(CN2CCCC(CO)(Cc3cccc(Cl)c3)C2)[nH]n1 (stereo unspecified)	-7%	10%	6%	-6%	28%	0%	0.1%	-14%
CN(C)CCOCCP(=O)(c1ccccc1)c1ccccc1	-5%	-7%	4%	-3%	-1%[46.1 µM]	4%	-0.2%	8%
CC(C)(C)OC(=O)N1CCC(c2c(C(=O)NCc3ccco3)cnn2-c2ccc(F)cc2)CC1	x	8%	x	-25%	x	-4%	0.2%	-9%
Cc1ccc(C(=O)N/C(=C\c2ccc(F)cc2)C(=O)NCc2ccncc2)cc1	-1%	-3%	-5%	-1%	17%	-3%	-1.0%	-8%
O=C(NC1CCCC1)C(Cc1ccccc1)n1cccc1 (stereo unspecified)	2%	-11%	16%	0%	-9%[46.1 µM]	9%	-0.8%	3%
CC(=O)Nc1cc(C(=O)N2CCCC2)ccc1S(=O)(=O)c1ccc(Cl)cc1	1%	-2%	0%	-3%	-7%[46.1 µM]	-10%	-0.3%	-2%
COc1ccc(-c2nsc(C(=O)N(c3ccc(F)cc3)C(C(=O)NC3CCCC3)c3ccc(OC)cc3)c2N)cc1 (stereo unspecified)	2%	4%	3%	-2%	-21%[46.1 µM]	-9%	1.0%	-4%
Cc1cccc(-n2c(CNC(=O)c3cccc([N+](=O)[O-])c3C)n[nH]c2=S)c1	5%	-9%	7%	-1%	8%	-8%	-1.4%	-4%
CN(CCC#N)C(=O)COC(=O)c1nn(-c2ccccc2)c(=O)c2ccccc12	-6%	6%	4%	-1%	8%	0%	3.2%	7%
O=c1cc(-c2ccc(F)cc2)nc(SCc2nc(-c3ccc(Cl)cc3)no2)[nH]1	x	-8%	x	3%	x	u	2.4%	16%
CCCc1c(C)nc2c(Br)cccc2c1Cl	-7%	6%	7%	4%	1%	0%	1.0%	-10%
CCOC(=O)c1cnc2c(C)c(Cl)ccc2c1NCCc1ccc(OC)c(OC)c1	x	4%	x	-1%	x	3%	-7.2%	-11%
O=c1c2ccccc2nc2n1CCN2	-8%	-3%	5%	1%	-4%[46.1 µM]	-7%	0.0%	3%
O=C(Nc1cccc(F)c1)N1CCC(n2c(=O)[nH]c3ccccc32)CC1	6%	-5%	5%	0%	-8%	2%	-0.4%	-16%
Cc1ccc(NC(=O)CCNS(=O)(=O)c2cc(Br)cnc2N)cc1Cl	12%	8%	5%	-3%	-32%	u	0.9%	u
COc1cc(/C=C2/SC(=S)N(CC(=O)O)C2=O)ccc1OC(=O)c1cccs1	3%	3%	-7%	-2%	-19%	-4%	-4.2%	-7%
Cc1nn(-c2ccccc2)c2[nH]c(=O)c(CNCCN3CCOCC3)cc12	-11%	2%	1%	0%	-3%[46.1 µM]	15%	-1.0%	6%
CCc1cc(C(=O)c2ccc(OC)cc2)c(N)s1	-5%	-4%	-13%	0%	-7%	0%	-2.0%	u
COc1ccc2c(CC(=O)Nc3cccc(S(=O)(=O)N4CCOCC4)c3)coc2c1	-3%	4%	-5%	4%	-11%[46.1 µM]	3%	0.0%	-30%
COc1cccc2c3c(c(C)nc12)CC(C)O3 (stereo unspecified)	7%	7%	15%	0%	11%[46.1 µM]	8%	5.5%	8%
CCOCCOC(=O)C1=C(C)Nc2ccc(C)cc2S1	-8%	3%	7%	-7%	-3%[46.1 µM]	1%	0.0%	-22%
CCC(=O)c1ccc(OCC(=O)NCCc2ccccn2)cc1	-3%	3%	0%	-1%	1%	0%	1.1%	-4%

These rows are one share of the data, so the mix of outcomes need not match the whole.
